PTHR1 ag = agonists of human PTHR1 parathyroid hormone receptor; Q03431; HEK293 GP2 PTHR1 cells, GloSensor cAMP luminescence, 1 h; Potency, µM (top dose mostly 115 µM), for inactives: top-dose activation, usual class: activators; hit rate 0.075% among 410,000; further: nearly all actives have a fitted effect of over 55% in size; some results filed as inactive show a strong effect at the top dose; inactives centre near -15; many of its hits are not listed in these tables
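HEK-293-derived GP2 cells expressing PTHR1 and a GloSensor cAMP reporter, 3,000/well, plated overnight, given luciferin plus IBMX (each 0.5 mM as added) for 1 h at 37 °C, then compound for 1 h at 37 °C. Luminescence was read after 15 min at room temperature.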
FUS suppressor = suppressors of FUS proteinopathy in yeast; S. cerevisiae FUS-expressing, growth rescue, OD600, 24 h; Potency, µM (top dose mostly 76.6 µM), for inactives: at the top dose growth rescue (activation), usual class: activators; hit rate 0.24% among 390,000;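 further: plate controls were DMSO vehicle for no effect and reference control for full effect; nearly all actives have a fitted effect of over 55% in size; some results filed as inactive show a strong effect at the top dose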
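Toxicity suppression screen in FUS-yeast. Cells induced with 2% galactose, starting OD 0.005, treated 24hr at 30C with compounds at multiple final concentrations; growth by OD600.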
aSyn yeast inh = rescues yeast growth from alpha-synuclein toxicity; Potency, µM (series often up to 46.1 µM), for inactives: at the highest dose growth rescue (activation), hits mostly activators; Yeast expressing alpha-synuclein, growth rescue, BacTiter-Glo, 24 h; hit rate 0.14% among 370,000; AID 652106; further: % of control where 0% means no effect; nearly all actives have a fitted effect of over 65% in size
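Galactose-induced alpha-syn yeast (OD600=0.02, raffinose-pregrown) + pinned cpd, 24 hr, 30 deg C; growth by BacTiter-Glo luminescence. Growth restoration scores as activation.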
EPAC2 antag = blocks human EPAC2 exchange factor. EPAC2 GEF exchange of Rap1B-BODIPY-GDP, fluorescence. Potency, µM (highest dose often 114 µM), inactives show at the top dose activity, negative = inhibition, actives largely listed as inhibitors. AID 720708. Q8WZA2. hit rate 0.18% among 360,000; further: on the % scale 0 is the no-effect control and ±100 the full control effect; nearly all actives have a fitted effect of over 45% in size; many of its hits are not listed in these tables
Target sequence (Q8WZA2 whole entry, looked up): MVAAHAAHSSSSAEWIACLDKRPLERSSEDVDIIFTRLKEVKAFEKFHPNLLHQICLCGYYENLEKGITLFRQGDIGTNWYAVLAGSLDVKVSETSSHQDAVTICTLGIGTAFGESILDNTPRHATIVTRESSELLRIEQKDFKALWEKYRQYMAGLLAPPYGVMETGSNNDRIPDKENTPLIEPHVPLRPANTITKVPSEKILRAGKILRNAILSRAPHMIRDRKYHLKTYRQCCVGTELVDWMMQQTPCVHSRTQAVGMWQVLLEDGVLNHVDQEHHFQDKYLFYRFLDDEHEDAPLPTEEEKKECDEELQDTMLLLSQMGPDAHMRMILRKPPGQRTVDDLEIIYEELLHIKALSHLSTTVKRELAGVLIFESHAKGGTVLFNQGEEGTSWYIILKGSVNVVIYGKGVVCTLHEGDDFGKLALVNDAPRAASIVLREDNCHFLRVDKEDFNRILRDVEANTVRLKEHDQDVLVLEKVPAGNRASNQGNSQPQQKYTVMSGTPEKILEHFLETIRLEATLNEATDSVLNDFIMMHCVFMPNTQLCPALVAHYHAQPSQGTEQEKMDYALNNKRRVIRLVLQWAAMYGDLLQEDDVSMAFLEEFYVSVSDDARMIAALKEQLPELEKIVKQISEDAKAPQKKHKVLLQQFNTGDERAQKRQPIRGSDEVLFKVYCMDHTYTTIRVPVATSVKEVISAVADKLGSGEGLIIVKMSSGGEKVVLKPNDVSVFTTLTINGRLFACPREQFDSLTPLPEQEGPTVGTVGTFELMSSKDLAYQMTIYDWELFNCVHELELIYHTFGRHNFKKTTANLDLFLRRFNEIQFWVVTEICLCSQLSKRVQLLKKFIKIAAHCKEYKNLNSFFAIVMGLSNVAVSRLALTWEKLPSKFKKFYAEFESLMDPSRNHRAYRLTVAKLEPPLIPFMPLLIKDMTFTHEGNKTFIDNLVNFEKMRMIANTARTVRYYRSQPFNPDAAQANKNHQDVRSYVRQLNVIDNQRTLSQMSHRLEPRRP
TDP43 rescue = inhibitors of TDP-43 toxicity in yeast. TDP-43 expressing yeast growth rescue, BacTiter-Glo, 24 h. AID 652104. hit rate 1.8% among 410,000. Potency, µM (series often up to 46.1 µM), inactives show at the top dose growth rescue (activation), usual class: activators; further: % of control where 0% means no effect; nearly all actives have a fitted effect of over 50% in size
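Cell-based yeast growth screen: TDP-43 expression induced in galactose, inoculum OD600=0.02 after raffinose pregrowth to mid-log. Read-out BacTiter-Glo luminescence at 24 hr, 30 deg C; inhibition of toxicity seen as signal increase.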
EPAC1 agonist = activates human EPAC1 exchange factor; EPAC1 agonist qHTS, biochemical assay; response scale: 100% = response to 6.5 mM cAMP; Potency, µM (series often up to 154 µM), inactives show at the highest dose activation, hits mostly activators; hit rate 0.073% among 360,000; AID 720707; further: nearly all actives have a fitted effect of over 60% in size
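Multi-concentration qHTS readout: loss of Rap1B-bound BODIPY-GDP fluorescence driven by 100 nM EPAC1 with excess GDP (50 uM), monitored kinetically at room temperature; agonist response expressed relative to 6.5 mM cAMP.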
EPAC2 ag = EPAC2 (human) agonism; EPAC2 activation, biochemical qHTS; response scale: 100% = 6.5 mM cAMP response; Potency, µM (highest dose often 154 µM), inactives show at the highest dose activation, actives largely listed as activators; hit rate 0.079% among 360,000; AID 720711; further: nearly all actives have a fitted effect of over 50% in size
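qHTS, titration series. 100 nM EPAC2 / 250 nM Rap1B-BODIPY-GDP / 50 uM GDP; RT; ex 480/em 540 nm, 5-min reads to 30 min. Norm. to 6.5 mM cAMP = activation.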
EPAC1 antagonist = antagonists of human EPAC1; O95398; EPAC1 GEF assay, Rap1b-BODIPY-GDP exchange fluorescence; Potency, µM (highest dose often 115 µM), inactives show top-dose activity change, negative = inhibition, usual class: inhibitors; hit rate 0.14% among 360,000;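 further: plate controls were vehicle for no effect and positive control for full effect; nearly all actives have a fitted effect of over 50% in size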
* = called active by the depositor; i = inactive; ? = inconclusive; . = no result given; [ ] = another dose, or the depositor's remark. The call rests on the fitted dose curve; in most records, active means well fitted curve in the direction sought with a large enough effect; inconclusive means small, poorly fitted or top-dose-only effect, or another doubt; inactive means no such curve, though single readings can be large; an effect the other way counts as inactive or inconclusive. Potency means the concentration at half of the fitted maximal effect. Some of the compounds tested; count on the stated rates, not on these rows.

SMILES	PTHR1 ag	FUS suppressor	aSyn yeast inh	EPAC2 antag	TDP43 rescue	EPAC1 agonist	EPAC2 ag	EPAC1 antagonist
Cc1ccc(N(C(=O)c2ccc(S(=O)(=O)N3CCOCC3)cc2)C2C=CS(=O)(=O)C2)cc1C (configuration not stated)	-2%	-16%	1%	0%	0%	-5%	4%	3%
O=C(Nc1ccccc1C(=O)NC(Cc1ccccc1)C(=O)NC1CCCCCC1)c1ccccc1 (configuration not stated)	i	13%	-3%	19%	6%	-18%	-7%	4%
COc1cc(/C=C2\OC(=O)c3c(OC)cccc32)ccc1O	-14%	-21%	1%	-6%	16%	9%	8%	-10%
Nc1c(C(=O)Nc2ccc(Cl)cc2)oc2ccccc12	-22%	7%	-15%	1%	?	-2%	13%	-16%
Cc1cccc(NC(=O)CCS(=O)(=O)c2ccc(Cl)cc2)c1	i	2%	-2%	-7%	-4%	2%	2%	-7%
CN(C)c1ccc(C(=O)N2CC(=O)N(CCc3ccccc3)C(=O)C2)cc1	i	.	7%	11%	17%	5%	4%	10%
Cn1c(SCC(=O)Nc2ccccc2C(F)(F)F)nc2c(c1=O)SCC2	-34%	12%	0%	-5%	-6%	8%	11%	-14%
CC(=O)c1cccc(Nc2cc(C)nc3c(C)cccc23)c1	5%	29%	-9%	5%	0%	6%	21%	-17%
COc1ccc(C2/C=C\CN(S(=O)(=O)c3cccc4cccnc34)CC(=O)N2Cc2ccc(F)cc2)cc1 (configuration not stated)	-18%	34%	-4%	7%	4%	-8%	13%	-27%
N#Cc1c(N)nc2c(c1N)CC(=O)N2c1ccc(Cl)cc1	i	41%	2%	-1%	-16%	3%	6%	2%
CCCCCCN1C[C@@H](O)[C@H](n2cc(C3CC3)nn2)C[C@@H]1c1ccc(OC)cc1	-16%	-21%	4%	3%	0%	-1%	6%	-2%
CC(=O)Nc1c([N+](=O)[O-])cc2c3c(cccc13)CC2	-2%	-19%	4%	-3%	28%	5%	2%	-13%
Cc1ccc(S(=O)(=O)c2nnn3c2nc(Nc2cccc(C)c2)c2ccccc23)cc1	i	15%	-1%	18%	23%	-4%	-6%	15%
CN1CCN(c2ccccc2NC(=O)c2ccc(OCc3ccccc3)cc2)CC1	-13%	4%	7%	-3%	7%	18%	25%	-15%
CC1C/C(=N\NC(=S)NC(C)C)CC(C)(C)C1 (configuration not stated)	i	11%	-8%	-4%	18%	0%	-10%	-12%
Cc1cccc(-n2c(SCC(=O)NC3CCCC3)nnc2-c2ccoc2C)c1	i	14%	0%	-1%	-9%	-5%	7%	4%
CCC(=O)c1cn(CC(=O)NCC2CCCO2)c2ccccc12 (configuration not stated)	i	6%	2%	-5%	8%	3%	6%	0%
O=C(OCCOc1ccccc1)c1cc(S(=O)(=O)N2CCOCC2)ccc1Cl	-33%[inhibitor]	-5%	-4%	-19%	7%	11%	15%	-4%
CCS(=O)(=O)Nc1cc2c3c(c1)CCN3C(=O)CC2	i	-19%	-1%	3%	11%	1%	8%	-1%
Cc1cc(C)nc(NS(=O)(=O)c2ccc(N=NN(C)C)cc2)n1	i	-3%	1%	13%	7%	-11%	-3%	2%
CN1C(=O)c2ccccc2C(C(=O)O)C1c1cccc([N+](=O)[O-])c1 (configuration not stated)	-1%	1%	-6%	1%	-8%	9%	12%	17%
COc1ccc(OC)c(S(=O)(=O)N2CCN(CC(O)CN3CCOCC3)CC2)c1 (configuration not stated)	i	-13%	-5%	5%	11%	-1%	6%	-6%
CCCN(C(=O)C(C)Oc1cccc(Cl)c1)c1c(N)n(Cc2ccccc2)c(=O)[nH]c1=O (configuration not stated)	-22%	21%	5%	4%	-3%	9%	1%	-1%
COc1ccc(NC(=O)NNS(=O)(=O)c2cc(C)ccc2C)cc1OC	i	0%	1%	6%	-2%	16%	9%	-10%
Cc1nnc(SCC(=O)N2CCOCC2)s1	-4%[57.5 µM]	-3%	-3%	4%	15%	4%	-5%	-1%
COc1ccc(C2=NOC(C)(c3nnc(-c4ccncc4)o3)C2)cc1 (configuration not stated)	i	-9%	1%	8%	-1%	5%	2%	6%
CCOC(=O)CSc1nc(C)c(C(C)=O)cc1C(N)=O	-35%[inhibitor]	-13%	0%	5%	10%	2%	-2%	-5%
COc1cc(OC)nc(NC(=O)CS(=O)(=O)c2ccccc2)n1	-6%[57.5 µM]	15%	19%	-4%	4%	-4%	15%	1%
Oc1ccc(Cl)cc1C1=Nc2ccccc2N=C(c2ccco2)C1	i	-20%	-9%	11%	-23%	-2%	-1%	14%
COc1cc2nc(N(CCN(C)C)C(=O)c3ccc(S(=O)(=O)N(C)CC4CCCO4)cc3)sc2cc1OC (configuration not stated)	i	18%	-8%	13%	-8%	-11%	3%	14%
CCOC(=O)C1CCCN(c2nc3ccccc3nc2C(C#N)C(=O)OC(C)COC)C1 (configuration not stated)	-25%	.	17%	-9%	14%	24%	11%	2%
C=CCN(CC=C)S(=O)(=O)c1ccc2nsnc2c1	-7%[57.5 µM]	9%	18%	-2%	0%	8%	6%	1%
Cc1cc(C)cc(NC(=O)[C@@H](NC(=O)c2ccco2)C(C)C)c1	i	-20%	-1%	-3%	11%	-4%	-1%	10%
CCOC(=O)c1c(NC(=O)CSc2nncs2)sc(C)c1-c1ccccc1	-40%[inhibitor]	23%	-4%	-4%	2%	4%	8%	-5%
COC(=O)c1ccc(CSc2ccccc2NC(=S)Nc2cccc(C(F)(F)F)c2)o1	-40%[inhibitor]	10%	1%	-23%	0%	3%	12%	6%
O=C(NCC(c1ccco1)N1CCCC1)c1sc2ccccc2c1Cl (configuration not stated)	-8%	-2%	4%	-15%	6%	9%	8%	-10%
CSc1ncc(Cl)c(C(=O)Nc2cccc(Cl)c2)n1	-12%	-27%	10%	-16%	22µM*	9%	5%	6%
O=C(COC(=O)Cn1cnc2ccccc21)Nc1cccc(S(=O)(=O)N2CCOCC2)c1	i	8%	-5%	0%	-1%	6%	-5%	-9%
COc1ccc(NC(=O)CSCC(=O)N2CCN(C(=O)c3ccco3)CC2)cc1	-25%	-9%	-5%	-3%	6%	4%	1%	2%
COC(=O)c1ccc(/C=C/c2c(-c3ccc(OC)cc3)oc3ccccc23)cc1	-28%	-10%	1%	8%	2%	-15%	4%	2%
COc1ccc(S(=O)(=O)N2CCOCC2)cc1NC(=O)CN1CCCCCC1	i	7%	-1%	12%	18%[9.22 µM]	-4%	7%	-25%
CN(C)c1ccc(-c2nnc(-c3cccs3)o2)cc1	-41%[inhibitor]	-34%	-1%	4%	3%	8%	0%	4%
CCCCNC(=O)Cn1nnc(-c2ccccc2)c1COc1ccc(C(C)=O)cc1	i	2%	-7%	8%	?	0%	-7%	-3%
O=C(Cn1nc(-c2ccc(N3CCOCC3)c([N+](=O)[O-])c2)c2ccccc2c1=O)N1CCCCC1	i	10%	1%	-7%	1%	8%	12%	-10%
COc1ccc(NC(=O)/C(C#N)=C/c2cccnc2)c(OC)c1	i	2%	-1%	6%	25%	-4%	9%	-4%
Cc1ccc(NC(=O)CCc2nnc3ccc(N4CCN(C)CC4)nn23)cc1F	i	-14%	-9%	4%	0%	7%	7%	-24%
O=C(CSc1cccc[n+]1[O-])Nc1ccccc1Oc1ccccc1	i	8%	?	-18%	?	13%	1%	2%
COC(=O)C1=C(C)Nc2sc(C(N)=O)c(N)c2C1c1ccncc1 (configuration not stated)	i	2%	6%	-2%[57.1 µM]	3%	1%	16%	?

Single records, from the list above. Order of screens: PTHR1 ag | FUS suppressor | aSyn yeast inh | EPAC2 antag | TDP43 rescue | EPAC1 agonist | EPAC2 ag | EPAC1 antagonist
Results for COC(=O)c1ccc(CSc2ccccc2NC(=S)Nc2cccc(C(F)(F)F)c2)o1 : -40%[inhibitor] | 10% | 1% | -23% | 0% | 3% | 12% | 6%
Results for CSc1ncc(Cl)c(C(=O)Nc2cccc(Cl)c2)n1 : -12% | -27% | 10% | -16% | 22µM* | 9% | 5% | 6%
Results for COc1ccc(C2/C=C\CN(S(=O)(=O)c3cccc4cccnc34)CC(=O)N2Cc2ccc(F)cc2)cc1 (configuration not stated) : -18% | 34% | -4% | 7% | 4% | -8% | 13% | -27%
Results for CC1C/C(=N\NC(=S)NC(C)C)CC(C)(C)C1 (configuration not stated) : i | 11% | -8% | -4% | 18% | 0% | -10% | -12%
Results for COc1cc(/C=C2\OC(=O)c3c(OC)cccc32)ccc1O : -14% | -21% | 1% | -6% | 16% | 9% | 8% | -10%

Additional compounds follow:
SMILES	PTHR1 ag	FUS suppressor	aSyn yeast inh	EPAC2 antag	TDP43 rescue	EPAC1 agonist	EPAC2 ag	EPAC1 antagonist
CCNc1sc(C(=O)c2cccs2)c(N)c1-c1nc2ccccc2s1	-7%[57.5 µM]	23%	0%	-4%	20%	12%	10%	5%
C/C(=C\C(=O)C(F)(F)F)Nc1ccc(C(F)(F)F)cc1	i	-3%	-4%	1%	-2%	-8%	-1%	-4%
C#CCOCCOCCOCCNc1nc(N2CCN(C(=O)[C@H](CCC(=O)O)n3cc(C(N)Cc4ccc(O)cc4)nn3)CC2)nc(N2CCN(C(=O)[C@H](Cc3cc4ccccc4[nH]3)n3cc(C(N)[C@H](C)CC)nn3)CC2)n1 (some centres not stated)	-35%[inhibitor]	29%	0%	-1%	10%	-2%	4%	8%
CN(c1ccccc1)S(=O)(=O)c1ccc(C(=O)Nc2nnc(-c3ccco3)o2)cc1	-63%[inhibitor]	27%	-6%	-23%	-21%[0.397 µM]	-1%	12%	-17%
O=C(CSCc1ccccc1)Nc1cccc(F)c1	-15%	-6%	3%	0%	6.3µM*	-1%	1%	-1%
CCCCn1c(-c2ccco2)nc2ccccc2c1=O	-11%[57.5 µM]	-13%	-4%	1%	14%	-3%	-52%[inhibitor]	0%
CCCn1c(CNS(=O)(=O)c2ccc(C)cc2)nc2ccccc21	-10%	-10%	3%	-7%	18%	-5%	2%	2%
[O-][n+]1onc2c3ccnnc3ccc21	i	-17%	7%	-9%	10%	11%	-11%	4%
CCOc1ccc2[nH]c(=O)c(CN(Cc3ccco3)C(CC)c3nnnn3Cc3ccccc3)cc2c1 (configuration not stated)	i	.	7%	-1%	-7%	1%	8%	-4%
O=C(CSc1nnc2c(n1)[nH]c1ccccc12)NC1CCCCC1	i	27%	-8%	-3%	-24%	6%	16%	-12%
Cc1nnc(SCC(=O)N2c3ccccc3CC2C)[nH]c1=O (configuration not stated)	-6%	-2%	5%	9%	3%	3%	8%	-6%
Cc1ccc(NC(=O)c2ccc(=O)[nH]n2)cc1S(=O)(=O)Nc1ccccc1Cl	-1%	-6%	-4%	5%	8%	10%	11%	0%

Screens deposited in PubChem BioAssay by National Center for Advancing Translational Sciences (NCATS).
